# Rab2A wt mod: changes GTP binding to wildtype dog Rab2A, up or down; AID 760; GST-Rab2 wt beads, Bodipy-GTP binding, flow cytometry; 190,000 compounds, 0.19% hits; P61105; GTP binding activity, % at 10 µM;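 active = GTP binding activity at least 20 points away from 100%, either lowered or raised; inconclusive = signal likely due to the compound's own green fluorescence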;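 note: 0% = beads with excess unlabeled GTP and 100% = no-compound control corrected for plate trend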
# Pf gamet viab: kills late stage P. falciparum gametocytes. P. falciparum stage V gametocytes, ATP luminescence, 24 h. inhibition, % at 10.9 µM. 150,000 compounds, 0.065% hits. AID 743093;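 active = inhibition above the mean plus 3 SD of compounds within the control limits, set per campaign, cut at about 38% in these data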;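 note: 0% = DMSO wells and 100% = medium only without gametocytes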
# Mcl1 Bid PPI: Mcl-1/Bid interaction inhibition; 220,000 compounds, 0.97% hits; inhibition, % at 21.7 µM; TR-FRET Mcl-1/Bid-Dy647 peptide binding, 1536-well;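 active = compounds that cut the binding signal by more than half at the single screening dose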;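 note: His-tagged Mcl-1 with europium anti-His antibody binding Bid BH3 peptide; 0% = Mcl-1 plus peptide wells and 100% = peptide-only wells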
# Target sequence (Q07820 whole entry, looked up): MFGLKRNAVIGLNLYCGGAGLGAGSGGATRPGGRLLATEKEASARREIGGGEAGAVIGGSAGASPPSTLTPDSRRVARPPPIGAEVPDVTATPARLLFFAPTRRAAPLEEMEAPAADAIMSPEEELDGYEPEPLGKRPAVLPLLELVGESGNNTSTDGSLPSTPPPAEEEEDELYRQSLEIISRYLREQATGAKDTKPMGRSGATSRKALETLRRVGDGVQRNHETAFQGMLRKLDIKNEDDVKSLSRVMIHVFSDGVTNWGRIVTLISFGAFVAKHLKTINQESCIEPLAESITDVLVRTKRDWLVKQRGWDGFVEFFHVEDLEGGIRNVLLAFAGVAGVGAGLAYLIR
# Mcl-1 Bim block: disrupts Bim peptide binding to human Mcl-1; inhibition, % at 10 µM; Bead-based flow cytometry, Bim peptide-Mcl-1 binding; Q07820; 190,000 compounds, 0.1% hits; in the data active = inhibition above about 40%;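 note: 0% = no compound tracer wells and 100% = peptide blocker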
# Rac1 mut GTP: alters GTP binding to activated mutant human Rac1; P63000; GST-Rac1 activated beads, fluorescent GTP binding, flow cytometry; actives lie on both sides; 100% means binding = to untreated wells; percent activity (GTP binding), % at 10 µM; 190,000 compounds, 0.11% hits; AID 764;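 active = GTP binding at least 20 percentage points away from the 100% baseline, in either direction, so actives lie on both sides; inconclusive = Compound likely fluorescent itself, or too few beads counted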
# Mcl1 Noxa PPI: Mcl-1/Noxa interaction inhibition; inhibition, % at 21.7 µM; Q07820; TR-FRET Mcl-1/Noxa peptide binding, 2 h; 220,000 compounds, 1.5% hits;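 active = compounds that cut the protein-peptide binding signal by more than 50% relative to plate controls in a single-dose test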;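 note: His-tagged Mcl-1 with rhodamine Noxa BH3 peptide and terbium anti-His antibody; 0% = Mcl-1 plus Noxa peptide wells and 100% = peptide-only wells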
# HRas wt GTP: changes GTP binding to wildtype human HRas | 190,000 compounds, 0.14% hits | P01112 | GST-Ras wt beads, Bodipy-FL-GTP binding, flow cytometry; actives lie on both sides | GTP binding activity, % at 10 µM;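 active = GTP binding activity at least 20% away from the 100% baseline, either lowered as inhibitor or raised as activator; inconclusive = flagged as likely green fluorescent, judged across all proteins in the well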;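 note: 0% = unlabeled GTP competition control and 100% = no-compound control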
# Target sequence (P01112 whole entry, looked up): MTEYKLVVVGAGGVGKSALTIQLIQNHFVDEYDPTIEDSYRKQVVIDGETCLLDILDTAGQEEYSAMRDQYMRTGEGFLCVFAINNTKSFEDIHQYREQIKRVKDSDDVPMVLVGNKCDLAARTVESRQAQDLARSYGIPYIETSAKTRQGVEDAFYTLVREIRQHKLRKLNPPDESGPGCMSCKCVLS
# Rab7 wt modul: modulators of GTP binding to dog Rab7 wildtype GTPase. GST-Rab7 beads, fluorescent GTP binding, flow cytometry; actives lie on both sides; untreated = 100%, excess cold GTP = 0%. GTP binding activity (percent of control), % at 10 µM. 190,000 compounds, 0.055% hits. AID 758;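 active = fluorescent GTP binding to Rab7 beads changed by at least 20 points from the 100% baseline, either direction, mostly lower; inconclusive = compound itself probably fluorescent, or too few beads counted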;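 note: median green fluorescence of bound Bodipy-FL-GTP per Rab7 bead population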
# Avidin fluor: avidin bead compound fluorescence profile; fluorescence (KMESF) at 10 µM; AID 1775; 220,000 compounds, 0.38% hits; Avidin beads, compound fluorescence 488/530 nm, flow cytometry; stronger effect = higher value; in the data active = fluorescence above about 47; note: inactives centre near 10
# Cdc42 wt GTP: human Cdc42 wildtype GTP binding change, either direction; P60953; GST-Cdc42 beads, Bodipy-GTP binding, flow cytometry; actives lie on both sides; 190,000 compounds, 0.2% hits; percent activity (GTP binding), % at 10 µM;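 active = percent activity GTP binding at least 20 points away from the 100% baseline, either down as inhibitor or up as activator; inconclusive = compound flagged as likely green fluorescent from well-wide comparison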;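 note: median bead fluorescence of bound Bodipy-FL-GTP at 100 nM; 0% = excess unlabeled GTP control and 100% = no compound control; below 100% means less GTP binding so inhibitor and above means activator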
# Target sequence (P60953 whole entry, looked up): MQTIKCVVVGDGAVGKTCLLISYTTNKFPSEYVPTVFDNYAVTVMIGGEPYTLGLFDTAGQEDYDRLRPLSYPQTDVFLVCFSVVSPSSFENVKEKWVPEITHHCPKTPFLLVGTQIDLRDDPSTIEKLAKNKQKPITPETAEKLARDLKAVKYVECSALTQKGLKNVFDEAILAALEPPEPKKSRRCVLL
# Rac1 wt modul: human Rac1 wildtype GTP binding, inhibitors and activators | 190,000 compounds, 0.27% hits | GST-Rac1 beads, fluorescent GTP binding, flow cytometry; actives lie on both sides; 0 = cold GTP competed, 100 = untreated | AID 757 | GTP binding activity (% of control), % at 10 µM | P63000;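 active = GTP binding activity at least 20 points away from the 100% control level, either lower or higher; inconclusive = compound flagged as likely green fluorescent, judged across all proteins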
# * marks the source's active call; other numbers are inactive results; ? = inconclusive; . = not tested or not shown; [ ] = dose if it differs, or a comment.
# Results follow in this order: Rab2A wt mod	Pf gamet viab	Mcl1 Bid PPI	Mcl-1 Bim block	Rac1 mut GTP	Mcl1 Noxa PPI	HRas wt GTP	Rab7 wt modul	Avidin fluor	Cdc42 wt GTP	Rac1 wt modul
1) COc1cc(/C=N/NC(=O)C(=O)NCC2CCCO2)ccc1OCC(=O)N1CCOCC1 (centres undefined)
  100	-18	1	-1	96	-4	97	105	13	99	101
2) CCSc1ccccc1C(=O)NCc1ccco1
  101	.	-94	-127	100	-14	104	102	7	106	106
3) Cc1c(Cl)c(C(=O)N2CCCc3ccccc32)nn1C
  96	.	-12	-2	98	-6	100	99	15	98	96
4) CCOc1ccccc1NC(=O)NCc1cccnc1
  98	4	-49	-1	93	-24	96	100	10	92	93
5) N#CC(c1ccc(Cl)nn1)c1ccc(Cl)cc1Cl (centres undefined)
  108	.	-13	-1	99	12	108	105	12	112	121*[activator]
6) COc1ccc(N/C=C/C(=O)c2ccc3c(c2)OCO3)cc1OC
  99	.	-3	-4	98	21	100	102	10	100	101
7) CCC1CCCCN1C(=S)NC(=O)c1cccs1 (centres undefined)
  95	-22	-65	-2	95	24	94	96	9	95	96
8) COC1=CCC2([N+](=O)[O-])CN(CC(=O)O)CC1([N+](=O)[O-])C2 (centres undefined)
  99	21	-9	1	100	1	99	100	6	104	102
9) CC(C)Cc1cc(C(=O)Nc2cc(Br)ccc2O)no1
  97	.	-23	1	96	3	99	97	7	98	100
10) Cc1c2c(nc3ccccc13)CCC(C)C2 (centres undefined)
  96	-24	-24	-1	90	23	92	90	9	96	96
11) Cc1nonc1CC(=O)N1CCCC(C(=O)c2ccc(Cl)cc2)C1 (centres undefined)
  100	0	-18	-6	97	4	99	103	4	96	100
12) CC1CCCC(C)N1C(=O)CSc1nc2ccccc2s1 (centres undefined)
  99	4	0	-1	103	5	103	99	31	104	106
13) FC(F)Oc1ccc(NC(=S)Nn2cnnc2)cc1
  100	.	-41	-9	96	3	97	100	9	102	101
14) CC(C)CCOc1cccc(OCC(=O)NC2CCS(=O)(=O)C2)c1 (centres undefined)
  101	-47	-5	-2	100	8	99	94	4	103	103
15) CCn1c(CN2CCN(CCO)CC2)nc2ccccc21
  98	.	-10	0	94	-5	96	101	9	95	96
16) O=c1c2ccccc2sc2ccc(Cl)cc12
  97	.	-18	0	100	-27	100	95	3	100	102
17) CC(=O)NC(=O)COC(=O)/C=C/c1c(C)nn(Cc2c(Cl)cccc2Cl)c1Cl
  97	3	15	-2	98	8	98	95	23	100	100
18) CCc1ccc(-n2c(SCC(=O)N3CCC(C(=O)O)CC3)nnc2-c2ccncc2)cc1
  95	-11	-45	-1	94	-1	92	97	4	95	97
19) CC(=O)N(Cc1cc(=O)[nH]c2ccccc12)c1ccc(C)cc1
  ?	.	-14	0	?	-5	?	?	11	?	?
20) COc1ccc(N2C(=O)CC(N(CCc3ccccc3)C(=O)/C=C/C(=O)O)C2=O)cc1 (centres undefined)
  100	-13	-21	-2	98	-2	102	104	10	98	101
21) O=C(O)c1ccccc1C(=O)NCc1ccccc1
  99	-8	-12	-3	98	16	102	102	11	103	108
22) COC(/C=C/Nc1ccc(Br)cc1)=C(C#N)C#N
  93	-25	0	0	94	-4	95	97	8	93	93
23) CCN(CC)S(=O)(=O)c1ccc(O)c(C(=O)OCC(=O)Nc2ccc(OC(F)(F)F)cc2)c1
  91	-11	-3	0	90	15	92	101	11	90	93
24) CCn1c(SCC(=O)O)nnc1-c1ccccc1
  98	.	-31	0	98	10	99	97	18	100	97
25) Cc1ccccc1-n1c(C)nnc1SCC(=O)NNC(=O)c1ccccc1
  100	-18	-35	-3	98	2	99	102	17	97	102
26) O=c1c2ccccc2c(-c2ccccc2)nn1Cc1ccc(Cl)cc1
  94	.	-35	0	95	-30	95	92	5	93	96
27) CN(Cc1ccccc1)C(=O)[C@H]1CCC(=O)N1Cc1ccco1
  99	.	-6	4	102	7	100	96	5	104	106
28) CCOc1ncccc1C(=O)Nc1ccc2c(c1)OCO2
  96	10	-12	0	94	3	93	94	12	94	95
29) COC(=O)Cc1c[nH]c2cccc(OCC(O)CN(Cc3ccccc3)C(C)C)c12 (centres undefined)
  100	-11	-11	-1	96	16	99	100	5	100	103
30) CN(C(=S)SCc1ccccc1)C1CCS(=O)(=O)C1 (centres undefined)
  96	.	-6	-1	94	-13	98	104	8	95	100
31) COc1ccccc1-c1nnc2sc(COc3ccccc3)nn12
  97	.	-1	0	96	5	97	99	25	100	103
32) COc1ccc(C(=O)NC(=S)NCc2ccco2)cc1OC
  101	.	-1	-5	99	13	99	102	6	102	101
33) O=C(O)c1[nH]c2ccc(Cl)cc2c1CC(=O)N1CCN(c2ccccc2)CC1
  88	14	-5	2	89	18	99	95	18	95	98
34) COc1ccc(N2CCN(S(=O)(=O)c3ccc(OC)cc3)CC2)cc1
  98	-14	-27	-5	97	33	99	100	7	99	101
35) COc1cc(/C=C2/NC(=O)N(Cc3ccccc3F)C2=O)ccc1O
  99	-43	-30	38	97	39	98	93	6	98	104
36) OC(CNCC1(N2CCCCC2)CCCCC1)COc1ccc(Cl)cc1Cl (centres undefined)
  98	12	4	1	94	14	97	95	12	98	97
37) O=C(c1ccccc1Sc1c(Cl)cccc1[N+](=O)[O-])N1CCOCC1
  101	.	-5	-5	100	6	101	103	13	100	101
38) Cc1ccccc1-n1c(C)cc(/C=N/Nc2ccc([N+](=O)[O-])cn2)c1C
  104	.	-40	0	102	11	106	105	8	105	110
39) COc1cccc(OCCCOc2ccccc2C(C)C)c1
  98	10	-10	-2	93	-6	101	101	14	100	97
40) CC(C)NC(=O)CSc1nnc(-c2ccc(C(C)(C)C)cc2)n1C
  101	23	-25	-6	99	-9	101	95	28	100	101
41) Cc1ccc2[nH]c(C(=O)NN=C3CCCCC3)c(-c3ccccc3)c2c1
  98	5	-11	0	97	23	97	93	9	94	100
42) Cc1ccc(OC(=O)c2sc(Cl)nc2C)cc1C
  94	13	-4	-3	94	7	95	99	18	96	97
43) COc1ccccc1C(=O)Oc1ccc(C(C)C)cc1
  107	18	4	0	101	1	105	103	7	105	103
44) Cn1cccc1C(C#N)(CC#N)c1cccc(F)c1C#N (centres undefined)
  97	-27	-12	-3	97	9	95	96	11	100	97
45) CCOC(=O)C1=C(Nc2cccc(Cl)c2)OCC1=O
  98	7	-33	1	97	-7	98	99	18	97	97
46) CCCc1[nH]nc2c1C(Cc1ccccc1)C(C#N)=C(N)O2 (centres undefined)
  100	-5	-46	2	97	1	101	103	16	101	103
47) CC(=O)c1c(C)[nH]c(C(=O)OCC(=O)NCCc2ccc(F)cc2)c1C
  101	.	-35	1	102	-7	102	101	11	104	108
48) CCNC(=S)Nc1ccc(Cl)c([N+](=O)[O-])c1
  99	-23	-49	-3	97	16	101	106	24	96	99
49) CCOc1ncccc1C(=O)Nc1ccc(F)cc1
  97	3	-20	1	95	5	98	98	11	97	96
50) CC1(C)CC(=O)C2=C(C1)OC(N)=C(C#N)C2CCc1ccccc1 (centres undefined)
  102	-5	-21	0	101	13	105	101	39	106	105
51) COc1ccc(CCNC(=O)NC2CCCCC2)cc1OC
  97	6	-12	-1	95	-3	96	96	6	97	96
52) COc1ccc(CC2(CO)CCN(Cc3cnn(-c4ccccc4OC)c3)CC2)cc1
  102	7	-12	0	98	-1	98	106	7	97	98
53) C=CCOc1nc(N2CCCC2)nc(N2CCCC2)n1
  100	.	-13	-2	94	9	101	103	8	102	104
54) O=C(Cc1ccccc1)N1CCN(S(=O)(=O)c2ccc([N+](=O)[O-])cc2)CC1
  98	.	-20	-1	97	-15	96	95	15	97	104
55) CN1/C(=C\C(=O)c2oc3ccccc3c2N)C(C)(C)c2ccccc21
  102	-25	-5	-3	103	-8	104	102	9	105	107
56) COc1cccc(C(=O)CSc2nnc(-c3cccs3)o2)c1
  102	.	-19	-2	97	-15	102	97	6	100	103
57) CCOc1ccc(S(=O)(=O)N/N=C2/CCCC(=O)C2)cc1
  100	9	-60	-1	99	6	100	100	13	102	106
58) O=C(Nc1ccc([N+](=O)[O-])cc1)c1ccccc1F
  101	4	-17	-2	99	0	104	96	9	97	103
59) Cc1ccccc1OCC(=O)N(Cc1cccs1)C1CCS(=O)(=O)C1 (centres undefined)
  102	14	-4	-1	100	-3	101	100	14	100	96
60) CCOc1cc(C(=O)Nc2ccc(N3CCN(S(C)(=O)=O)CC3)cc2)cc(OCC)c1OCC
  98	6	-14	-2	98	9	98	98	16	98	95

# Later entries.
# Results follow in this order: Rab2A wt mod	Pf gamet viab	Mcl1 Bid PPI	Mcl-1 Bim block	Rac1 mut GTP	Mcl1 Noxa PPI	HRas wt GTP	Rab7 wt modul	Avidin fluor	Cdc42 wt GTP	Rac1 wt modul
61) Cc1cc(C(=O)CN2C(=O)NC3(CCCCC3C)C2=O)c(C)n1Cc1cccs1 (centres undefined)
  98	6	-43	-4	101	24	99	97	2	99	100
62) CCc1nnc(N/N=C/c2ccc(N3CCC(C)CC3)c([N+](=O)[O-])c2)n1N
  97	.	-38	-3	98	29	98	94	3	99	100
63) C=CCn1c(SCC(=O)c2ccc(F)cc2)nnc1-c1ccc2c(c1)OCO2
  98	8	-33	0	95	-19	97	97	5	96	100
64) COc1ccc(CCNC(=O)C(=O)N/N=C/c2cccs2)cc1OC
  100	-16	-7	1	92	-6	95	97	7	96	99
65) CC(C)n1cc(/C=C2/NC(=O)N(c3cccc(Cl)c3)C2=O)c2ccccc21
  98	.	-13	8	97	17	100	98	5	100	104
66) CC(C)C(C(=O)NC1CCCCC1)N(CC1CCCO1)C(=O)CNS(=O)(=O)c1ccc(F)cc1 (centres undefined)
  99	-8	-22	0	99	6	101	99	23	102	101
67) COc1ccc(C2CC2/C(C)=N/OC(=O)C2CC2)cc1 (centres undefined)
  93	.	-22	0	93	15	95	95	11	92	93
68) CC(C)CN1C(=O)c2ccc(C(=O)Nc3ccncc3)cc2C1=O
  101	.	-15	0	96	-3	101	102	26	101	98
69) Cc1ccc(Nc2nnc(SCC(=O)NCCN3C(=O)CSC3=O)s2)cc1C
  93	-20	-22	7	96	29	94	95	16	97	94
70) O=C(CCc1c[nH]c2ccccc12)N1CCN(c2ccc(F)cc2)CC1
  93	.	-31	4	92	-2	93	94	10	95	97
71) CCOc1ccc(NC(=NCc2ccc3c(c2)OCO3)SC2CC(=O)N(c3ccc(C(=O)O)cc3)C2=O)cc1 (centres undefined)
  92	6	-11	-2	96	-3	94	92	5	91	97
